Screening results (PubChem BioAssay)
HCT116 PTEN-null = growth suppression of PTEN-null HCT116, primary screen, cell-based, CellTiter-Glo; HCT116 PTEN-null viability, 60 h; hits give low values; viability, % at 10 µM; actives 1.2% (n = 140,000);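 active = viability at or below a set limit, 4 SD under the median of all tested compounds, cut at about 3.7% in these data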;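 also: PTEN knockout HCT116 line with beta catenin targeted HCT116 as companion control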
Measles CPE = compounds protecting cells from measles virus cytopathic effect, primary screen, measles RdRp inhibitor project, single point, MLSMR library, absorbance | Measles virus-infected cells, CPE protection | actives 1.5% (n = 140,000) | protection (pct of control), % at 4 µM; in the data active = protection mostly above about 24%, no sharp cut-off; inactive = mostly below about 26%; also: some compounds called inactive have numbers as strong as hits
MRP1 act = H69AR viability gain despite doxorubicin, primary screen, MRP-1 activator project, H69AR cells, CellTiter-Glo; viability rescue; viability increase, % at 10 µM; actives 0.61% (n = 140,000); AID 799, 2007;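 active = viability gain under doxorubicin at or above a set limit, the compound median plus 3 SD, cut at about 4.7% in these data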;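 also: MRP-1 overexpressing cells given doxorubicin 25 µM after compound pretreatment; 18-22 h compound pretreatment then 72 h with doxorubicin before readout; 0% = doxorubicin-only wells and 100% = vehicle-treated cells without doxorubicin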
NPY Y2 blocker = NPY-Y2 receptor antagonists, primary screen, cell-based; Neuropeptide Y receptor type 2 (Homo sapiens), P49146; NPY-Y2 expressing cells, antagonist mode; inhibition, % at 2.7 µM; actives 0.99% (n = 140,000); AID 793, 2007; in the data active = inhibition above about 17%;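 also: 0% = vehicle with agonist challenge and 100% = reference antagonist with challenge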
Target sequence (P49146 whole entry, looked up): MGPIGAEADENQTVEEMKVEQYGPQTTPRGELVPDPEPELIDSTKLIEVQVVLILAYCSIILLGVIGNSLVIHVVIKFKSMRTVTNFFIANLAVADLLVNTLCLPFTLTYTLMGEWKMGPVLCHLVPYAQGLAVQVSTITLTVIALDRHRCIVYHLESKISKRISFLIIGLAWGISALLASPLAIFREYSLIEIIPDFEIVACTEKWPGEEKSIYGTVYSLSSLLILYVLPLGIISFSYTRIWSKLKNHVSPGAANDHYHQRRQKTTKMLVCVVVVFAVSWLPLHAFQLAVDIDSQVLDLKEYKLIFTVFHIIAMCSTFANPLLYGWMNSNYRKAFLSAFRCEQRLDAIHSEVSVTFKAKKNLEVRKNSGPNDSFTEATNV
E-sel TNF inh = E-selectin induction blockers in HUVEC – imaging, immunofluorescence, high content, primary screen | HUVEC TNFa-induced E-selectin immunofluorescence | inhibition, % at 2 µM | actives 0.71% (n = 120,000) | AID 1246, 2008;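 active = inhibition above the batch mean plus 3 SD, and confirmed as a hit on visual image review, cut at about 43% in these data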;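 also: 0% = TNF-stimulated DMSO wells and 100% = unstimulated control wells; not every result past the cut was called active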
Yeast growth inh = growth inhibitors of yeast BB579 in restrictive medium, primary screen, yeast lifespan-shortening project, S. cerevisiae; OD615, 48 h; inhibition, % at 10 µM; actives 0.51% (n = 140,000);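 active = inhibition above a set limit, 3 SD over the mean compound inhibition, cut at about 44% in these data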; also: inactives centre near -24
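Test system: DeaD yeast strain BB579 / Buffer or medium: restrictive glucose-based CSMM-D medium / Doses: single 10 µM dose / Schedule: 4 h cell preincubation, 48 h compound exposure, 30 °C humidified / Technique: culture absorbance at 615 nm / Controls: amphotericin B positive control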
GALR2 antag = GALR2 antagonists in receptor-expressing cells, primary screen; antagonist mode; inhibition, % at 4 µM; actives 0.39% (n = 140,000); Galanin receptor type 2 (Homo sapiens), O43603; AID 828, 2007; in the data active = inhibition above about 27%;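 also: cells stimulated with galanin 1-16 at roughly its EC80; 0% = agonist challenge control and 100% = basal control without agonist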
Target sequence (O43603 whole entry, looked up): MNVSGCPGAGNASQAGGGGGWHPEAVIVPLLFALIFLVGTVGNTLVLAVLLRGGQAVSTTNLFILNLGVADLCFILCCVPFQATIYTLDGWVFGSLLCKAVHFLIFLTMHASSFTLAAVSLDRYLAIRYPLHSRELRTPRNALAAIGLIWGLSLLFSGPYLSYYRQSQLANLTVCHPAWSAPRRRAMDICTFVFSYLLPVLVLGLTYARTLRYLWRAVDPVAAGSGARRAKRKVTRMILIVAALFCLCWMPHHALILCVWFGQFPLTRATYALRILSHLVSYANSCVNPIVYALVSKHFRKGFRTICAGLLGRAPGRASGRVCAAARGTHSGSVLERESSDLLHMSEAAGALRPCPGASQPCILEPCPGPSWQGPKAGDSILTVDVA
Yeast life ext = compounds extending yeast replicative lifespan, primary screen, S. cerevisiae, OD615 | inhibition of the nicotinamide effect, % at 10 µM | actives 0.68% (n = 130,000) | S. cerevisiae growth with nicotinamide; deaD strain in restrictive glucose medium;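 active = inhibition above a set limit, placed 3 SD over the median of all compounds, cut at about 26% in these data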;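 also: 0% = nicotinamide-treated wells and 100% = cells grown without nicotinamide; some compounds called inactive have numbers as strong as hits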
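System: Modified budding yeast, DeaD strain | Buffer or medium: Restrictive glucose medium | Also added: 1.5 mM nicotinamide | Doses: 10 µM single point, 0.25% DMSO | Schedule: 48 h compound exposure at 30 °C, humidified | Detection: Absorbance at 615 nm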
HCT116 bCat-KO = primary screen for growth suppressors in beta-catenin knockout HCT116 cells (colon tumor, human). HCT116 beta-catenin knockout viability, CellTiter-Glo, 60 h; hits give low values. viability, % at 10 µM. actives 1.5% (n = 140,000). AID 818, 2007;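 active = viability at or under a set limit, the compound median less 4 SD, cut at about 6% in these data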;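 also: 0% = Hyamine 1622 control at 20 µM and 100% = untreated cell control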
Phagocyt inh = inhibitors of macrophage phagocytosis, primary screen, imaging, J774A.1 cells, IgG beads; J774A.1 macrophage IgG-bead phagocytosis; actives 0.07% (n = 110,000); inhibition, % at 5 µM; AID 1029, 2008;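 active = inhibition above the mean of the plate negative controls plus 5 SD, cut at about 13% in these data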;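 also: phagocytic index as fraction of beads internalized from green versus red external bead signal; plate controls were DMSO negative control for no effect and cytochalasin-D positive control for full effect; some results beyond the cut were filed as inactive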
* hit, by the source's call; / = not tested or not shown.

SMILES | HCT116 PTEN-null | Measles CPE | MRP1 act | NPY Y2 blocker | E-sel TNF inh | Yeast growth inh | GALR2 antag | Yeast life ext | HCT116 bCat-KO | Phagocyt inh
N#CC1=C(SCC(=O)Nc2cccc3cccnc23)NC(=O)C(C#N)C12CCCCC2 (stereo not given) | 77 | 19 | -1.2 | 1 | -31 | -35 | 15 | 18 | 92 | 11
O=C(Nc1ncn[nH]1)c1ccc(Cl)c(S(=O)(=O)N2CCCCCC2)c1 | 91 | 1 | -1.9 | -4 | -16 | -38 | -2 | -6 | 84 | 1
CCOc1ccc(NC(=O)CN(c2cccc(C(F)(F)F)c2)S(C)(=O)=O)cc1 | 90 | 7 | -1.0 | 0 | 12 | -43 | -18 | -7 | 87 | 0
CCOc1ccc(S(=O)(=O)Nc2ccccc2C(=O)N/N=C/c2c(OC)ccc3ccccc23)cc1 | 88 | 18 | -0.3 | 3 | -24 | -26 | -1 | 7 | 92 | /
O=C(Nc1ccc(Cl)cc1F)C1CCN(S(=O)(=O)c2cccnc2)CC1 | 87 | 13 | -3.0 | 0 | -16 | -49 | 0 | -20 | 89 | /
COCCNC(=O)c1nn2cccnc2c1Cl | 97 | 7 | -1.2 | 2 | 3 | 2 | -3 | -13 | 91 | -1
O=C(/C=C/c1cccc2ccccc12)c1ccncc1 | 0.9* | 2 | -6.6 | 20* | -7 | -49 | -3 | 14 | 1.0* | -13
COc1ccc(NC(=O)C2CCCCN2N)cc1OC (stereo not given) | 103 | 18 | -0.9 | 6 | -2 | -45 | 12 | / | 94 | /
Cc1ccc(S(=O)(=O)N2CCC(=O)N(C(COCc3ccc(Cl)cc3Cl)Cc3ccccc3)CC2)cc1 (stereo not given) | 66 | 1 | -2.1 | 4 | / | -20 | -10 | 2 | 78 | /
CCOC(=O)CN1CC23C=CC(O2)C(C(=O)Nc2ccc(OCC)cc2)C3C1=O (stereo not given) | 98 | 17 | -1.6 | 3 | / | -14 | 8 | -7 | 100 | 0
CN(C)S(=O)(=O)c1cccc(NC(=O)c2cc(-c3cccs3)nn2-c2cccc(Cl)c2)c1 | 53 | 10 | -1.8 | 8 | / | -34 | 8 | 4 | 67 | -13
CCN(C1CCS(=O)(=O)C1)S(=O)(=O)c1cccs1 (stereo not given) | 94 | 1 | 0.9 | -2 | 26 | -21 | -4 | -3 | 93 | 3
O=C(NCc1ccccn1)C1CCC(=O)N1C1CCCCC1 (stereo not given) | 96 | 5 | 0.1 | 2 | -1 | 26 | 0 | -4 | 95 | 0
Cc1ccc(C(C(=O)NC2CCCCC2)N(Cc2cccnc2)C(=O)C2COc3ccccc3O2)o1 (stereo not given) | 67 | 9 | -3.7 | 25* | -22 | -25 | 9 | 1 | 79 | 2
COC(=O)C1=C(N)Oc2cc(C)[nH]c(=O)c2C1c1cc(OC)c(OC)c(OC)c1 (stereo not given) | 85 | 6 | -2.2 | 0 | -10 | -20 | 2 | -6 | 89 | -2
COCCN1CCn2c(nc3cc(NC(=O)NC4CCCCC4)ccc32)C1 | 98 | 1 | 3.1 | 0 | / | -37 | -1 | -11 | 103 | -3
CCn1c(/C=N/c2nc3ccccc3n2C)nc2ccccc21 | 91 | 12 | -2.4 | 0 | -6 | 1 | 1 | 34* | 93 | 0
O=c1c2ccccc2c(-c2ccccc2)nn1-c1cc(Cl)ccc1[N+](=O)[O-] | 80 | 4 | 0.3 | 6 | -38 | -38 | -1 | -9 | 76 | 0
CN1CCCN(CC(O)COCc2cccs2)CC1 (stereo not given) | 91 | 7 | -1.7 | 1 | 15 | 0 | -1 | -3 | 97 | -1
CCN1CCN(C(=O)CCc2ccc(S(=O)(=O)NCCc3ccccc3)cc2)CC1 | 99 | 11 | -1.7 | 0 | 0 | 1 | -3 | / | 86 | /
CCOC(=O)c1cc2c(C)n(-c3ccc(N(C)C)cc3)c(C)c2cc(C(=O)OCC)c1=O | 88 | -1 | -3.6 | 0 | / | -33 | -15 | 4 | 89 | 1
Cc1cccc(Nc2ccccc2C(=O)OCC(=O)NCc2ccco2)c1C | 77 | 2 | -2.9 | 2 | -22 | -34 | 16 | -22 | 83 | /
CCCCCCNC(=O)CCNC(=O)c1cc(OC)c(OC)c(OC)c1 | 83 | 18 | -2.3 | -1 | 5 | -37 | -1 | -3 | 82 | -3
Cn1nnnc1SCC(=O)c1cccs1 | 95 | 4 | -0.5 | 1 | / | -28 | -3 | -9 | 96 | -2
CCN1CCN(C(=O)c2ccc(Cl)c(S(=O)(=O)N3CCOCC3)c2)CC1 | 95 | 14 | -1.4 | 2 | -6 | -59 | -2 | 0 | 103 | 0
Cc1cc(C)n2nc(SCC(=O)N3CCc4ccccc43)nc2n1 | 90 | 9 | -2.6 | 1 | / | -40 | 1 | -1 | 99 | 0
Cc1ccc(-c2ccc(CCC(=O)O)n2NC(=O)c2cccs2)cc1 | 86 | 2 | -3.5 | 4 | 0 | -31 | 6 | -19 | 83 | 3
O=C1OC(OC2CCCCC2)(c2ccccc2)c2ccccc21 (stereo not given) | 73 | 3 | -2.1 | 0 | 5 | -42 | -11 | 1 | 74 | /
COc1ccccc1C(=O)NNC(=O)c1ccccc1[N+](=O)[O-] | 95 | 2 | -2.4 | 3 | 15 | -1 | -8 | 4 | 93 | -7
COc1cc(-c2nnc(SCC(=O)c3cc(C)n(CC4CCCO4)c3C)o2)cc(OC)c1OC (stereo not given) | 78 | 11 | -1.2 | 1 | -9 | -55 | -7 | -10 | 70 | 5
Cc1nn(C(=O)C2CC2)c(C)c1Sc1ccc(Cl)cc1 | 95 | 5 | -1.8 | 2 | / | 11 | 0 | / | 95 | /
O=C(O)COc1ccc(-c2nccc(-c3cccs3)n2)cc1 | 102 | 17 | -3.2 | 4 | -29 | -23 | -3 | -7 | 102 | 0
O=C(CN1C(=O)c2ccccc2S1(=O)=O)N1CCN(c2ccc(F)cc2)CC1 | 113 | 7 | -0.2 | 0 | 0 | -37 | 6 | -8 | 98 | -4
CCOC(=O)COc1ccc2nsnc2c1 | 101 | 4 | -1.3 | 0 | -2 | -41 | 2 | -23 | 98 | 0
COc1ccc2c(c1OC)C(=O)c1ccccc1C2=O | 96 | 27 | -0.9 | 1 | -3 | -29 | -5 | -16 | 90 | 1
COc1cc([N+](=O)[O-])ccc1NC(=O)C[n+]1ccccc1C | 108 | 9 | -0.4 | 2 | -7 | -24 | -1 | -10 | 102 | /
COC(=O)c1sccc1NC(=S)Nc1cc(C)cc(C)c1 | 97 | 21 | -1.2 | 2 | / | -22 | 6 | 1 | 93 | -6
COc1ccc(NC(=O)C2CC(=O)OC23CCCCC3)cc1 (stereo not given) | 92 | 11 | 0.0 | 0 | 31 | -12 | 6 | / | 91 | /
COCCCNC(=S)Nc1ccccc1C | 97 | 4 | -1.7 | 1 | / | 11 | -3 | 7 | 95 | -3
CC(=O)Nc1cc(C(=O)NCc2ccco2)ccc1Sc1ccc(C)cc1 | 90 | 3 | -3.1 | 3 | 4 | 5 | 2 | -2 | 92 | -2
COc1ccc(CCNC(=O)CSc2nc3ccccc3o2)cc1 | 97 | 4 | -0.8 | 9 | 2 | -14 | -1 | -4 | 91 | -1
COc1nc(NCCc2ccc(OC)c(OC)c2)nc(OC)n1 | 99 | 14 | -1.2 | 1 | -8 | -32 | -4 | -5 | 91 | 0
Cc1cccn2c(=O)c3cc(C(=O)NC4CCCC4)c(=N)n(C4CCCC4)c3nc12 | 12 | 19 | -5.7 | 7 | 13 | -22 | 0 | -9 | 9 | /
COc1cc(CNCc2cccs2)ccc1OCC(=O)NC(C)(C)C | 88 | 6 | -3.0 | 3 | 24 | -44 | -1 | -5 | 90 | /
N#C/C(=C(/O)CN1CCOCC1)c1nc(-c2ccccc2)cs1 | 96 | 26 | -0.6 | 0 | -16 | -72 | 14 | 1 | 94 | 0

Given tab-delimited: entries from further up
structure	HCT116 PTEN-null	Measles CPE	MRP1 act	NPY Y2 blocker	E-sel TNF inh	Yeast growth inh	GALR2 antag	Yeast life ext	HCT116 bCat-KO	Phagocyt inh
CCOC(=O)COc1ccc2nsnc2c1	101	4	-1.3	0	-2	-41	2	-23	98	0
COc1ccc2c(c1OC)C(=O)c1ccccc1C2=O	96	27	-0.9	1	-3	-29	-5	-16	90	1

Additional compounds:
SMILES | HCT116 PTEN-null | Measles CPE | MRP1 act | NPY Y2 blocker | E-sel TNF inh | Yeast growth inh | GALR2 antag | Yeast life ext | HCT116 bCat-KO | Phagocyt inh
CN(C)C(=O)CSc1nc2ccccc2n1CC(=O)N1CCN(c2ccccc2)CC1 | 98 | 5 | -2.7 | -2 | -24 | -32 | 0 | -19 | 95 | /
Cc1ccc(-c2csc(NC(=O)CSc3nc4ccccc4o3)n2)cc1 | 95 | 6 | -1.2 | 9 | 12 | -27 | 7 | 2 | 93 | -2
Cc1cc(C(=O)CSc2ccc(F)cc2)cc(C)c1OC(=S)N(C)C | 66 | 5 | 0.4 | -3 | -11 | -54 | -2 | -6 | 63 | -1
Cc1c(Br)cc(C(=O)N2CCN(CCO)CC2)c(C)c1C | 101 | 5 | -0.7 | 3 | -22 | -42 | -3 | 1 | 110 | 1
COc1ccc(N(CC(=O)N/N=C/c2cccc3c2OCCO3)S(=O)(=O)c2ccc(NC(C)=O)cc2)cc1 | 107 | 10 | -1.2 | -5 | -30 | -77 | -4 | 0 | 93 | /
CC(C)(C)SCCNC(=O)COc1ccccc1 | 98 | 12 | 0.2 | -1 | -13 | -31 | -4 | -5 | 111 | -1
CCOc1ccc(NC(=O)Nc2cc(C)ccc2OC)cc1 | 92 | 13 | -0.6 | -1 | 17 | -11 | 2 | / | 90 | /
N#CCSc1nc2ccccc2c(=O)n1CCC(=O)NC1CCCCC1 | 97 | 3 | 2.1 | 0 | -35 | -24 | -7 | -12 | 91 | -1
C=C(C)C(C)(C#CCN1CCCC1)OC(C)=O (stereo not given) | 92 | 4 | -3.3 | 1 | -10 | -26 | -14 | -6 | 80 | 0
CC(C)OC(=O)c1cc(NC(=O)c2nn(C)cc2Br)cc(C(=O)OC(C)C)c1 | 104 | 1 | -2.1 | 2 | 13 | -49 | 7 | 3 | 93 | 0
CCCC1=Nc2cc(C(=O)NCCCOCC)ccc2Sc2ccccc21 | 12 | 0 | -4.5 | 3 | -9 | -23 | 17 | 0 | 20 | 11
CCOC(=O)CSc1c(-c2ccccc2)c2cc(Cl)ccc2[nH]c1=O | 88 | 8 | -0.7 | 0 | 9 | -28 | 2 | 1 | 85 | -5
CS/C(=N\S(=O)(=O)c1cccs1)Nc1ccc(Cl)cc1 | 76 | 11 | -1.5 | 1 | -3 | -35 | 7 | 6 | 75 | -10
